# High-throughput results: PubChem, several laboratories
# MEKK2wt PB1 HTS: modulators of MEK5 binding to wildtype MEKK2, primary screen, biochemical, multiplex bead flow cytometry, Alexa488-MEK5. Mitogen-activated protein kinase kinase kinase 2 (Homo sapiens), Q9Y2U5. Alexa488-MEK5 binding to MEKK2 WT; actives lie on both sides. binding response (% of control), % at 10 µM. 1.1% of 290,000 active. AID 1531, 2009; in the data active = binding response below about 67% or above about 130%
# PfM18AAP inh: PfM18AAP inhibitors, malaria aminopeptidase, primary screen, biochemical, QFRET, recombinant enzyme. H-Glu-NHMec fluorogenic cleavage. 1.2% of 290,000 active. AID 1822, 2009. M18 aspartyl aminopeptidase (Plasmodium falciparum 3D7). inhibition, % at 7.35 µM;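 active = inhibition above the campaign mean inhibition over all tested compounds plus 3 SD, cut at about 28% in these data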;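 note: 0% = plate median of test compound wells and 100% = 2 mM ZnCl2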
# HCV NS3 hel inh: inhibitors of HCV NS3 helicase, primary screen, biochemical, Cy5 molecular beacon fluorescence; Hepatitis C virus NS3 helicase; NS3 helicase DNA unwinding; inhibition, % at 10.9 µM; 0.56% of 290,000 active;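 active = inhibition above the mean of all tested compounds plus 3 SD, set per campaign, cut at about 35% in these data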;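 note: 0% = DMSO wells and 100% = thioflavine S control wells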
#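 Assay system: hepatitis C virus NS3 helicase domain fragment enzyme. Also added: annealed dual-labelled DNA beacon duplex, ATP-started. Timing: 1 h reaction at 25 °C, ATP-initiated. Technique: Cy5 fluorescence at 0 and 60 min, beacon hairpin quenching. Evaluation: % inhibition of unwinding. Replication: one well per compound.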
# FID counter: compounds displacing fluorescent DNA intercalator, primary screen, artefact control for HCV NS3 helicase inhibitor project, biochemical, FID fluorescence. DNA fluorescent intercalator displacement. inhibition, % at 7.9 µM. 0.17% of 290,000 active; in the data active = inhibition above about 37%;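 note: 0% = vehicle and 100% = reference compound; higher means more ethidium bromide displaced from hairpin DNA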
# UBC9 SUMO inh: inhibitors of in vitro SUMOylation cascade, primary screen, biochemical, HTRF, uHTS; inhibition, % at 35 µM; 0.36% of 290,000 active; HTRF SUMOylation assay, SAE1/SAE2 + UBC9; AID 2006, 2009; SUMO-conjugating enzyme UBC9 (Homo sapiens), P63279; in the data active = inhibition above about 50%, passing the limit was not always enough; note: strong numbers were not always called active
# Target sequence (P63279 whole entry, looked up): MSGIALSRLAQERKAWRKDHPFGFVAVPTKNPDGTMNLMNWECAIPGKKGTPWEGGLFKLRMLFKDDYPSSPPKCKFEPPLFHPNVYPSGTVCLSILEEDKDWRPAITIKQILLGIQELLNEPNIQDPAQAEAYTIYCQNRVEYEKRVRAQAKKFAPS
# MEKK2mut PB1 HTS: MEK5 binding signal on mutant MEKK2 PB1, primary screen, biochemical, multiplex bead flow cytometry, Alexa488-MEK5. Alexa488-MEK5 binding to MEKK2 mutant. percent response, % at 10 µM. 0.35% of 290,000 active. AID 1530, 2009; in the data active = percent response above about 24%, passing the limit was not always enough; note: inactives centre near 1; some results filed as inactive read as strong as hits; reference of the scale not given here
# IMP-1 inhibitor: IMP-1 metallo-beta-lactamase inhibitors, primary screen, biochemical, epi-absorbance readout, Pseudomonas aeruginosa enzyme; 0.45% of 290,000 active; purified IMP-1, nitrocefin hydrolysis, epi-absorbance fluorescence; metallo-beta-lactamase IMP-1 (Pseudomonas aeruginosa); inhibition, % at 5.6 µM;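 active = inhibition above the mean plus 3 SD of all compounds in the same screening run, cut at about 4.5% in these data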;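 note: 0% = IMP-1 with DMSO and 100% = DMSO wells lacking enzyme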
#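 System: purified IMP-1 / Input: IMP-1 dispensed at 0.2 nM / Medium: 50 mM HEPES pH 7.1, 50 µM ZnSO4, 0.05% Brij 35 / Timing: 15 min enzyme–compound preincubation, then 25 min nitrocefin reaction, 25 °C / Technique: plate fluorescence quenching by hydrolysis product, ex 480/em 530 nm / Repeats: singlicate testing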
# VIM-2 inhibitor: VIM-2 metallo-beta-lactamase inhibitors, primary screen, biochemical, epi-absorbance readout, Pseudomonas aeruginosa enzyme | purified VIM-2, nitrocefin hydrolysis, epi-absorbance fluorescence | inhibition, % at 5.6 µM | 0.89% of 290,000 active | AID 1527, 2009;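 active = inhibition above the mean of all tested compounds plus 3 SD, cutoff set per screening run, cut at about 7.5% in these data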;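 note: red hydrolysis product quenches plate fluorescence so inhibitors raise well fluorescence; 0% = enzyme with DMSO and 100% = DMSO without enzyme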
# NALP1 yeast inh: NALP1 inflammasome inhibitors in reconstituted yeast, colorimetric, S. cerevisiae, triplicate retest; S. cerevisiae NALP1/ASC/caspase-1 growth, X-gal OD620, 72 h; inhibition, % at 10 µM; 0.61% of 280,000 active; AID 2071, 2009; in the data active = inhibition mostly above about 24%, no sharp cut-off; inactive = mostly below about 32%; note: some compounds called inactive have numbers as strong as hits
# The depositor's hits bear a star; nt = no result given. The order is random; overall some 4.7% were active at least once.
SMILES,MEKK2wt PB1 HTS,PfM18AAP inh,HCV NS3 hel inh,FID counter,UBC9 SUMO inh,MEKK2mut PB1 HTS,IMP-1 inhibitor,VIM-2 inhibitor,NALP1 yeast inh
COc1ccc(C2C=C(c3ccc(Br)s3)Nc3ncnn32)cc1OC (centres undefined),85.0,36.1*,-4.3,-3.2,-5.1,-10.0,-3.5,-0.3,37.9
CC(NC(=O)c1ccc(N(C)C)c([N+](=O)[O-])c1)c1ccc(-n2ccnc2)cc1 (centres undefined),103.0,6.9,3.9,-5.8,1.7,7.0,-6.5,-2.3,-11.8
CCOC(=O)c1sc(NC(=O)c2sccc2C)cc1C,78.0,-1.0,-11.3,-7.6,11.8,-5.0,-6.1,-3.8,-8.9
CC(C)Cc1cc(CN2CCCC(CO)(Cc3cccc(Cl)c3)C2)[nH]n1 (centres undefined),109.0,2.8,-19.1,14.8,13.8,2.0,-3.2,-5.8,13.2
Cc1[nH]c2ccccc2c1C(=O)CSc1ccc(F)cc1,101.0,18.9,-8.6,3.0,-1.6,1.0,-1.9,-3.9,22.7
CC1CCN(C(=O)c2ccccc2NC(=O)Nc2ccccc2)CC1,111.0,-15.0,-5.6,-20.3,8.4,12.0,-2.0,-3.0,11.1
COC(=O)c1ccccc1NC(=O)COC(=O)/C=C/c1ccco1,102.0,7.0,14.9,-14.7,34.4,-1.0,-5.4,-5.3,-20.3
CCc1ccccc1NC(=O)C1CCN(C(=O)c2ccc([N+](=O)[O-])cc2)CC1,103.0,-3.6,12.0,-1.6,13.0,6.0,-1.7,-0.6,3.7
Cc1ccc2c(c1)N(Cc1ccc3c(c1)OCO3)C(=O)C(C)O2 (centres undefined),93.0,-1.1,-7.6,-14.4,-47.0,1.0,-3.2,-0.9,9.3
CC1CC(C)CN(C(=O)C2CCCN(c3ncnc4c3nc3n4CCCCC3)C2)C1 (centres undefined),106.0,4.0,3.5,-46.8,6.6,6.0,-1.9,-2.9,6.2
COc1ccc(NC(=O)C2C3C=CC4(O3)C2C(=O)N(CCN2CCCCC2)C4C(=O)NC2CCCCC2)cc1 (centres undefined),103.0,4.6,-3.2,-3.0,-7.0,1.0,-2.4,2.4,14.9
CC1CCCC(C)N1C(=O)Nc1cccc(Cl)c1 (centres undefined),104.0,-2.1,-0.8,-1.7,-1.7,-7.0,-1.7,-1.9,1.9
Cc1cccc(C(=O)C2CCN(S(=O)(=O)c3ccc(C(=O)O)cc3)CC2)c1,99.0,-15.5,2.7,-31.9,10.3,6.0,-2.3,-2.0,19.6
Cc1nc(N)sc1-c1csc(Nc2cccc(O)c2)n1,96.0,30.9*,3.8,2.1,6.3,6.0,-1.7,-5.1,-4.5
COc1ccc(Cl)cc1N(C(=O)c1ccco1)C(C(=O)NC1CCCC1)c1ccncc1 (centres undefined),97.0,-1.0,-4.5,-30.6,6.7,-5.0,-0.9,-0.1,-14.9
Cc1ccc(S(=O)(=O)N(C)C)cc1NC(=O)CN1C(=O)NC(Cc2c[nH]c3ccccc23)C1=O (centres undefined),76.0,-7.3,1.5,-15.6,20.1,-19.0,-1.2,-0.2,-5.4
Cc1ccc(-c2nnc(SCC(=O)N3CCCc4ccccc43)n2N)cc1,121.0,1.8,7.2,-18.3,16.5,7.0,-1.5,-0.8,23.0
O=C(COC(=O)c1ccc(F)cc1)NCCc1ccc(F)cc1,85.0,-7.7,6.2,-11.6,-5.2,-8.0,-0.7,2.5,14.0
CCOC(=O)c1c(NC(=O)c2cccc([N+](=O)[O-])c2C(=O)O)sc2c1CCCC2,101.0,7.9,19.7,-12.6,10.4,6.0,-1.7,3.9,-4.1
Cc1ccc(C(c2nnnn2CC2CCCO2)N2CCN(C)CC2)cc1 (centres undefined),102.0,-1.0,-10.0,4.5,3.1,6.0,-1.7,-1.7,0.9
CCOc1ccc(NC(=O)c2cccnc2Cl)c([N+](=O)[O-])c1,89.0,5.8,3.0,0.6,-1.7,-5.0,-2.1,0.5,29.4
COc1ccc(S(=O)(=O)N(C)C)cc1NCC(=O)Nc1ccc(Br)cc1F,106.0,-0.9,-1.9,-19.0,-2.1,0.0,-1.8,-2.8,6.1
CC(=O)NS(=O)(=O)c1ccc(N2C(=O)c3ccccc3C2=O)cc1,102.0,-8.9,5.7,9.1,14.9,-1.0,-3.7,-4.6,-1.7
C/C(=N\NC(=O)c1ccc(CSc2cccc3cccnc23)cc1)C1CCCCC1,98.0,4.5,-2.4,-16.7,14.9,0.0,-4.4,-5.6,14.1

# Brought forward from above: 4 entries, followed by the next part.
SMILES,MEKK2wt PB1 HTS,PfM18AAP inh,HCV NS3 hel inh,FID counter,UBC9 SUMO inh,MEKK2mut PB1 HTS,IMP-1 inhibitor,VIM-2 inhibitor,NALP1 yeast inh
CCOc1ccc(NC(=O)c2cccnc2Cl)c([N+](=O)[O-])c1,89.0,5.8,3.0,0.6,-1.7,-5.0,-2.1,0.5,29.4
COc1ccc(S(=O)(=O)N(C)C)cc1NCC(=O)Nc1ccc(Br)cc1F,106.0,-0.9,-1.9,-19.0,-2.1,0.0,-1.8,-2.8,6.1
CC(=O)NS(=O)(=O)c1ccc(N2C(=O)c3ccccc3C2=O)cc1,102.0,-8.9,5.7,9.1,14.9,-1.0,-3.7,-4.6,-1.7
C/C(=N\NC(=O)c1ccc(CSc2cccc3cccnc23)cc1)C1CCCCC1,98.0,4.5,-2.4,-16.7,14.9,0.0,-4.4,-5.6,14.1
Clc1cccc(CN2CCSCC2)c1Cl,107.0,-9.2,24.6,1.8,14.5,6.0,-3.3,-1.1,12.1
COc1ccccc1-c1cc(-c2ccccc2)nc(=O)[nH]1,108.0,0.7,11.9,-18.6,23.0,15.0,-4.0,0.4,17.6
COc1ccc(N(CC(=O)NCc2ccco2)S(=O)(=O)c2ccc(C)cc2)cc1,88.0,0.4,1.3,-16.8,4.2,-5.0,-2.7,-0.5,6.9
O=C(NCc1ccc(-c2csnn2)cc1)c1cc(Cl)cc(Cl)c1,100.0,-3.3,-17.7,-2.0,5.1,1.0,-2.6,-2.0,11.1
Nc1ccc2nc(SCC(=O)N3CCN(c4ccccc4)CC3)sc2c1,93.0,-7.3,0.9,-12.4,6.4,2.0,-0.7,0.2,nt
Cc1cccc(C)c1OCC(=O)Nc1ccc2c(c1)C(=O)NC2=O,100.0,4.7,9.5,-16.5,-0.3,-1.0,0.3,1.6,25.2
CCOc1ccccc1N(CC(=O)O)S(=O)(=O)c1ccc(C)cc1,103.0,3.7,7.1,-15.1,3.1,3.0,-2.9,-0.5,0.3
CCn1nc(C(=O)NCC(c2cccs2)N2CCOCC2)c2ccccc2c1=O (centres undefined),110.0,-6.2,2.0,-28.2,7.5,11.0,-3.1,-1.3,-4.9
CCCCc1[nH]nc2c1C1(C(=O)N(CC)c3ccccc31)C(C#N)=C(N)O2 (centres undefined),98.0,3.4,-4.9,-17.0,-2.9,6.0,-0.6,-1.6,27.4
O=C(COc1ccc2cc(Br)ccc2c1)N1CCCC1,97.0,-0.6,-10.4,-38.7,3.0,-3.0,-0.3,-0.7,15.0
CC(=O)Nc1ccc(N2CCCCC2)cc1,101.0,3.9,2.0,-1.3,3.6,0.0,-3.1,-1.8,2.6
N/C(=N\OC(=O)C1CC1)c1ccc([N+](=O)[O-])s1,103.0,-1.4,-20.6,-3.9,11.7,-4.0,-1.8,-2.1,4.4
CNc1nc(Sc2cccc(C(F)(F)F)c2)cc(C(F)(F)F)n1,101.0,-13.3,-4.1,1.7,-8.1,6.0,2.3,1.0,11.4
O=C(/C=C/c1c(F)cccc1Cl)NCc1ccc2c(c1)OCO2,109.0,3.3,6.2,-8.9,7.3,14.0,-2.7,-1.4,10.4
CCOc1ccccc1N(CC(=O)NCc1ccncc1)S(=O)(=O)c1ccccc1,102.0,-1.7,2.4,-17.7,-1.2,-2.0,-2.7,-1.5,15.7
COc1cc2c3nnc(-c4ccc(F)cc4)c-3cn(Cc3cccc(C)c3)c2cc1OC,167.0*,0.4,-63.8,1.8,31.9,48.0*,-2.9,-2.5,26.6
CCOn1c(=O)c(-c2cccc3ccccc23)[n+]([O-])c2ccccc21,104.0,1.1,2.5,-4.5,20.7,7.0,-2.1,-2.8,7.2
Cc1nn(C)c(Oc2ccccc2)c1CCNS(=O)(=O)c1ccc(Cl)cc1,117.0,3.7,-12.2,-33.2,19.2,5.0,-1.9,-0.4,38.9
Cc1cccc(N(C(=O)c2csnn2)C(C(=O)NC(C)(C)C)c2cccnc2)c1 (centres undefined),95.0,-9.2,-9.3,-11.5,-7.6,-2.0,-2.1,-1.1,-5.9
CCc1cccc(NC(=O)CCS(=O)(=O)c2cc3c(cc2C)NC(=O)CO3)c1,100.0,-2.8,15.9,-8.1,0.4,-1.0,-3.5,-3.5,6.1
C=CCn1c(SCC(=O)NCc2ccco2)nc2sc3c(c2c1=O)CCC3,109.0,3.9,1.4,-11.2,-0.6,7.0,-2.3,0.1,-25.2
CCOC(=O)C(=O)N/N=C(/c1ccccc1)c1ccc(OC)cc1,98.0,10.6,9.4,-18.5,13.1,-10.0,-2.6,-2.6,-11.0
CCOc1ccc(OC(=O)C(CCS(C)(=O)=O)N2C(=O)c3ccccc3C2=O)cc1 (centres undefined),96.0,-15.1,-6.4,-24.8,23.4,-5.0,-2.6,-3.1,-11.9
Cc1nc2cccc(C(=O)NCc3ccccc3)c2o1,130.0,1.9,-2.9,0.5,2.4,14.0,-1.6,-2.9,-2.7
CC(=O)NC(=S)Nc1ccc(NC(=O)COc2ccc(Cl)cc2Cl)cc1,98.0,-0.5,-6.4,-2.2,-3.5,-2.0,-0.9,-0.7,20.6
O=C(/C=N/O)NCCN1CCCCC1,96.0,-2.0,-14.9,-9.8,-14.9,-1.0,-4.2,-4.8,-31.9
Cc1nn(C)c(Cl)c1/C=C/C(=O)O,99.0,5.4,-4.0,1.7,2.1,1.0,-2.4,-1.6,-23.1
CCNC(=S)NNC(=O)Cn1c(=O)c2c(ncn2CCOC)n(Cc2ccccc2)c1=O,102.0,11.8,-2.9,-16.3,3.7,0.0,-4.2,-4.3,-17.9
Cn1cnnc1SCC(=O)Nc1ncc(C(F)(F)F)cc1Cl,100.0,16.3,-5.1,-2.8,5.8,-2.0,-2.5,0.5,13.5
